# Assay outcomes: PubChem BioAssay, National Center for Advancing Translational Sciences (NCATS)
# Tau fibril FP – blocks human tau fibril formation measured by polarization. P10636. K18 P301L tau heparin fibrillization, Alexa594 FP, 6 h. Potency, µM (highest dose often 57.7 µM), for the others: at the top dose activity, negative = inhibition, hits mostly inhibitors. hit rate 0.39% among 280,000; note: nearly all actives have a fitted effect of over 55% in size
# Target sequence (P10636 561-689 P618L limits assumed): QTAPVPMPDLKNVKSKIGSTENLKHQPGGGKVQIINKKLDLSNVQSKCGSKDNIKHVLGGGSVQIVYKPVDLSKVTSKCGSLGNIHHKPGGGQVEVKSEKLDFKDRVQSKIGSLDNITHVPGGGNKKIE
#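 Recombinant K18 P301L […], labeled with Alexa 594 at 0.24 uM over 15 uM unlabeled; heparin inducer 20 uM final; 37 C, 6 hr; FP endpoint.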
# RECQ1 helicase – RECQ1 (human) helicase inhibition; P46063; RECQ1 DNA unwinding, red fluorescence kinetic read; Potency, µM (doses to about 57.3 µM), for inactives: at the highest dose activity, negative = inhibition, hits mostly inhibitors; hit rate 0.54% among 240,000;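 note: plate controls were vehicle for no effect and no enzyme for full effect; nearly all actives have a fitted effect of over 30% in size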
#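 50 nM RECQ1T1 preincubated 15 min with compound in Tris pH 8.0 buffer with MgCl2, DTT, Tween-20 and 2.5 ug/ml poly(dI-dC); started with 200 nM TAMRA/BHQ-2 forked duplex and 2 mM ATP. Unwinding read as fluorescence (525/598 nm), two reads 2 h apart.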
# L3MBTL1 inh – L3MBTL1 (human) inhibition; Potency, µM (top dose mostly 57.1 µM), without a hit: top-dose activity, negative = inhibition, most hits filed as inhibitors; hit rate 0.66% among 230,000; AID 485360; AlphaScreen L3MBTL1–H3K9me1 peptide binding; note: nearly all actives have a fitted effect of over 60% in size
#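 AlphaScreen assay: L3MBTL1 (50 nM final) was preincubated 30 min at room temperature with biotinylated H3(1-15)K9me1 peptide (75 nM final), then 30 min with library compounds; streptavidin donor and nickel chelate acceptor beads (10 ug/mL final) added, 30 min dark.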
# TexasRed fluor – alters Texas Red total fluorescence, flagging assay interference; TRb/SRC2 Texas Red total fluorescence interference; Potency, µM (highest dose often 106 µM), for the others: at the highest dose fluorescence change, negative = quenching; hit rate 0.29% among 280,000; AID 1479; active = well fitted curve in either direction with a large enough effect; inconclusive = small, poorly fitted or top-dose-only effect
#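 Human TRb ligand-binding domain at 0.6 uM with 20 nM Texas Red SRC2 peptide in Tris buffer containing 1 uM T3 and 5% DMSO, incubated with compound 5 h at ambient temperature. Total fluorescence (555/632 nm) calculated as parallel + 2 × perpendicular.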
# TRb SRC2 PPI – inhibitors of human thyroid hormone receptor beta-SRC2 interaction; TRbeta-SRC2 peptide binding, fluorescence polarization; receptor liganded with 1 µM T3; AID 1469; hit rate 0.065% among 280,000; Potency, µM (highest dose often 106 µM), for the others: at the top dose activity change, negative = inhibition, actives largely listed as inhibitors;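 note: plate controls were bound peptide for no effect and peptide without receptor for full effect; nearly all actives have a fitted effect of over 50% in size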
#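 Fluorescence polarization of 20 nM Texas Red SRC2 peptide with 0.6 uM human TRb ligand-binding domain, in Tris buffer with 1uM T3 and 5% DMSO. Incubated 5 hr ambient; normalized to unbound and bound controls.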
# RGS12 GoLoco inh – blocks human Gai1 binding to RGS12 GoLoco peptide, red readout. P63096. hit rate 0.44% among 230,000. Gai1:RGS12 GoLoco peptide FP, rhodamine, 10 min. Potency, µM (series often up to 61.6 µM), for the others: at the top dose activity, negative = inhibition, hits mostly inhibitors; active = well fitted inhibition curve with a large enough effect, not every such curve was filed as active; inactive = no such curve, though single readings can be large or run the other way; note: nearly all actives have a fitted effect of over 30% in size; many of its hits are not listed in these tables
# Target sequence (P63096 whole entry, looked up): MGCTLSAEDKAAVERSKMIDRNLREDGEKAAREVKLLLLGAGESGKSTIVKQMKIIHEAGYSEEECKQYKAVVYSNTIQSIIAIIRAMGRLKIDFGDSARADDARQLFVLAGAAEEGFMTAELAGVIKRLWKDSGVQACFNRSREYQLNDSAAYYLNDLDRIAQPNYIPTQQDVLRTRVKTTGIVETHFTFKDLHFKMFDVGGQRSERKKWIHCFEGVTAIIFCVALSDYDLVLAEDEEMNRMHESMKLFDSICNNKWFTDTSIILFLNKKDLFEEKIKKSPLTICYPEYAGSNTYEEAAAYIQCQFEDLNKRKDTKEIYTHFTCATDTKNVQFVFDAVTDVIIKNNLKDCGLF
# Tau ThT inhib – blocks human tau fibril formation measured by thioflavin T | Potency, µM (doses to about 57.4 µM), without a hit: top-dose activity, negative = inhibition, hits mostly inhibitors | hit rate 2.1% among 270,000 | recombinant tau K18 P301L (four-repeat tau fragment), heparin-induced fibrillization, ThT fluorescence; note: nearly all actives have a fitted effect of over 55% in size
#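 Recombinant human tau K18 fragment […] carrying P301L, 15 uM unlabeled plus 0.24 uM Alexa 594-labeled, was fibrillized with 20 uM heparin in 100 mM sodium acetate pH 7 for 6 hr at 37 C; 30 uM ThT fluorescence read after 1 hr.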
# KDM4E inh – JMJD2E (human) inhibition. hit rate 1.6% among 230,000. JMJD2E catalytic domain, FDH-coupled NADH fluorescence (FDH is formaldehyde dehydrogenase). Potency, µM (doses to about 57.1 µM), for inactives: at the highest dose activity change, negative = inhibition, actives largely listed as inhibitors. B2RXH2; active = well fitted inhibition curve with a large enough effect, not every such curve was filed as active; inconclusive = small, poorly fitted or top-dose-only effect, or another doubt; inactive = no such curve, though single readings can be large or run the other way;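 note: 0% = wells with enzyme and -100% = buffer wells without enzyme; nearly all actives have a fitted effect of over 50% in size; many of its hits are not listed in these tables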
# Target sequence (B2RXH2 1-337 limits assumed): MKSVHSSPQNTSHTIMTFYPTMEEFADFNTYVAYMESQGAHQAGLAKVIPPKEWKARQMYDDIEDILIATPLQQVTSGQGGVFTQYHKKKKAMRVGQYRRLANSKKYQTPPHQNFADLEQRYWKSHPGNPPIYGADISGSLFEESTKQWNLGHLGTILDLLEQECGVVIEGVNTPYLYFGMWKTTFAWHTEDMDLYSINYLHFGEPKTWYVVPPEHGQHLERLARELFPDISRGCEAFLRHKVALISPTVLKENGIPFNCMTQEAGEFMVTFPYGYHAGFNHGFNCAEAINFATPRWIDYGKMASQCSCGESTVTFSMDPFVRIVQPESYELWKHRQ
# An asterisk follows results filed as active; i = inactive; ? = inconclusive; / = no result given; [ ] = dose if it differs, or a comment. Unless noted, calls come from the whole dose curve; as a rule, active = well fitted curve in the direction sought with a large enough effect; inconclusive = small, poorly fitted or top-dose-only effect, or another doubt; inactive = no such curve, though single readings can be large; an effect the other way counts as inactive or inconclusive. Unless noted, % is set by controls: 0 for no effect and ±100 for the full control effect; potency is the fitted concentration of half-maximal effect. Only part of the results is shown, so the mix of outcomes need not match the whole.
SMILES,Tau fibril FP,RECQ1 helicase,L3MBTL1 inh,TexasRed fluor,TRb SRC2 PPI,RGS12 GoLoco inh,Tau ThT inhib,KDM4E inh
COCc1nc2ccccc2n1CCOc1ccccc1OC,3%,i,3%,-2%,5%,-4%,2%,2%
COc1ccc(NC(=O)N2CCc3ccccc32)cc1,7%,-1%,/,0%,-3%,15%,?,3%
CCOc1ccccc1NC1=CC(=O)CC(c2ccccc2)C1 (centres undefined),-3%,-12%,1%,0%,-13%,10%,0%,-7%
O=C(NCCCN1CCC(Cc2ccccc2)CC1)C1CCN(S(=O)(=O)N2CCOCC2)CC1,-3%,0%,-2%,2%,-1%,11%,-3%,-10%
CCN1CCN(C(c2cccc(F)c2)c2c(O)cc(C)n(Cc3ccco3)c2=O)CC1 (centres undefined),?,/,/,-1%,7%,/,-17%,/
CCOC(=O)c1cccc(NC(=O)CSc2nnc(CNc3ccc(C)cc3)n2CC)c1,4%,-6%,-6%,-9%,1%,-1%,?,-2%
CCOC(=O)c1nn(-c2ccccc2C)c2nc(Nc3ccccc3)cc(=O)n12,3%,i,-1%,1%,-4%,5%,-6%,?
CN1CCN(CC#CC(C)(O)C2CC3C=CC2C3)CC1 (centres undefined),0%,3%,5%,-1%,0%,-4%,-8%,3%
CCOC(=O)c1c(C)[nH]c(C)c1S(=O)(=O)N1CCCC(C(=O)NCc2cccc(C)c2)C1 (centres undefined),-5%,/,/,-1%,1%,/,3%,/
CCc1nc(C#N)c(N2CCOCC2)o1,4%,-10%,6%,3%,-2%,-10%,-2%,15%
CCOC(=O)Cc1nnc(-c2ccccc2)o1,-4%,3%,/,0%,7%,0%,-10%,-4%
NC(=O)CSc1oc(-c2ccco2)nc1S(=O)(=O)c1ccc(Br)cc1,-13%,/,/,0%,-2%,/,?,/
CCOC(=O)c1c(C)[nH]c(C2=NNC(=NC3CC3)SC2)c1C,?,-3%,-21%,-1%,-5%,-2%,16µM*,-4%
CNC(=O)c1c(NC(=O)c2nc(SCc3ccc(C)cc3)ncc2Cl)sc2c1CCCC2,-5%,/,/,-1%,-1%,/,-1%,/
Cc1ccc(S(=O)(=O)N2CCC(=O)N(C(COCc3ccc(Cl)c(Cl)c3)Cc3ccccc3)CC2)cc1 (centres undefined),12%,-7%,6%,-1%,4%,3%,-7%,-2%
Cc1[nH]c2c(Cl)cccc2c1CCNC(=O)C1CCCCC1C(=O)OCC(F)(F)F (centres undefined),12%,-5%,-6%,-1%,7%,-3%,-12%,10%
O=C(Nc1ccccc1[N+](=O)[O-])c1cccnc1Cl,3%,-6%,-11%,2%,-1%,-16%,-3%,4%
O=C(CCCN1C(=O)c2ccccc2C1=O)NCCC1=CCCCC1,-14%,-2%,3%,-5%,-6%,6%,-11%,-1%
COc1ccc(C(CNC(=S)NCc2ccccc2)N2CCCC2)cc1 (centres undefined),3%,-7%,-12%,0%,9%,3%,6%,-3%
CCN(C(=O)CSc1nnc(Cc2cccc3ccccc23)n1N)C1CCS(=O)(=O)C1 (centres undefined),-3%,-1%,38%[activator],2%,-18%,-18%,1%,4%

# Entries of single compounds as entered above:
# `COCc1nc2ccccc2n1CCOc1ccccc1OC` in the list: Tau fibril FP = 3%; RECQ1 helicase = i; L3MBTL1 inh = 3%; TexasRed fluor = -2%; TRb SRC2 PPI = 5%; RGS12 GoLoco inh = -4%; Tau ThT inhib = 2%; KDM4E inh = 2%
# `CCc1nc(C#N)c(N2CCOCC2)o1` in the list: Tau fibril FP = 4%; RECQ1 helicase = -10%; L3MBTL1 inh = 6%; TexasRed fluor = 3%; TRb SRC2 PPI = -2%; RGS12 GoLoco inh = -10%; Tau ThT inhib = -2%; KDM4E inh = 15%
# `O=C(Nc1ccccc1[N+](=O)[O-])c1cccnc1Cl` in the list: Tau fibril FP = 3%; RECQ1 helicase = -6%; L3MBTL1 inh = -11%; TexasRed fluor = 2%; TRb SRC2 PPI = -1%; RGS12 GoLoco inh = -16%; Tau ThT inhib = -3%; KDM4E inh = 4%

# More compounds follow:
SMILES,Tau fibril FP,RECQ1 helicase,L3MBTL1 inh,TexasRed fluor,TRb SRC2 PPI,RGS12 GoLoco inh,Tau ThT inhib,KDM4E inh
CCCC(c1nnnn1CCC(C)C)N1CCC(C(N)=O)CC1 (centres undefined),3%,i,50%[activator],3%,-19%,-27%,9%,-2%
COc1ccc(CNc2ccc(S(N)(=O)=O)cc2)cc1,4%,-1%,-1%,0%,4%,/,-4%,-2%
O=C(OC1CCOC1=O)c1ccc(N2CCCC2)c([N+](=O)[O-])c1 (centres undefined),-4%,0%,-10%,-2%,-6%,6%,-4%,-16%
CCc1nnc(NC(=O)C2CCN(S(=O)(=O)c3ccc(C)cc3)CC2)s1,2%,i,11%,-2%,1%,-1%,-5%,-1%
CSCCC(NC(=O)c1cc([N+](=O)[O-])ccc1Cl)C(=O)O (centres undefined),7%,i,5%,1%,-15%,4%,-7%,1%
CCCc1n[nH]c2c1/C(=N\OCC)CC(C)(C)C2,8%,-6%,6%,-4%,4%,3%,-9%,2%
CCC(=O)N1CCc2cc(S(=O)(=O)NCCCOC)ccc21,4%,-9%,/,-4%,-17%,1%,-8%,3%
CC(CN(C)Cc1ccccc1)OC(=O)c1cccc(F)c1 (centres undefined),-3%,6%,-5%,-3%,-10%,-30%,-8%,1%
O=C(CSc1nc(C2CC2)nc2ccccc12)N1CCc2ccccc2C1,?,0%,-2%,-4%,-4%,14%,?,0%
Cc1cccc(NC(=O)c2ccc(F)c(S(=O)(=O)NCc3ccc4c(c3)OCO4)c2)c1,-17%,/,/,-1%,5%,/,-7%,/
Cc1ccc(C2C=C(c3ccc(F)cc3)Nc3nc(CCCO)nn32)cc1 (centres undefined),-2%,/,/,-4%,6%,/,-12%,/
Cc1cccc(N2CCN(C(=O)Cn3cnc4sc(C)c(S(=O)(=O)N5CCN(c6ncccn6)CC5)c4c3=O)CC2C)c1 (centres undefined),3%,/,/,-6%,6%,/,-18%,/
COC(=O)N/N=C/c1ccc(-c2ccc(Cl)c(Cl)c2)o1,-5%,3%,-2%,6%,-8%,10%,11%,-2%
CC(C)(C)N(NC(=O)Nc1ccc(Cl)cc1)C(=O)c1ccccc1,0%,-17%,13%,2%,-14%,11%,4%,-1%
Cc1ccc(S(=O)(=O)c2c(N)n(CCN3CCOCC3)c3nc4ccccc4nc23)cc1C,-12%,-5%,46%[activator],4%,-15%,-26%,24%,?
O=C(CCc1ccccc1)N/N=C/c1cccc(O)c1,0%,-6%,-14%,-5%,-7%,8%,-11%,-20%
Cc1[nH]c2ccccc2c1CCNC(=O)c1c(N)no[n+]1[O-],-6%,-7%,?,-7%,-1%,5%,?,-3%
COC(=O)c1nnc(-c2ccccc2)nc1OC,1%,13%,6%,0%,-9%,-19%,-12%,4%
Cc1cccc(NCc2nc(SCC(N)=O)n[nH]2)c1,?,-3%,-14%,2%,-15%,-3%,1%,-3%
C=CCNC(=O)c1c(Cl)nc(C)c([N+](=O)[O-])c1C,0%,0%,5%,1%,-5%,-8%,-1%,-1%
Cc1[nH]c2ccccc2c1C(=O)C(=O)NCCc1ccc(S(N)(=O)=O)cc1,-2%,i,5%,-1%,3%,-2%,-3%,3%
CCN(CC)S(=O)(=O)c1ccc(NC(=O)COC(=O)CNS(=O)(=O)/C=C/c2ccccc2)cc1,-3%,-11%,18%,0%,0%,30%[activator],3%,2%
COc1ccc(/C=C/C(=O)NCc2cccnc2)cc1,-12%,-12%,0%,?,2%,2%,-7%,-24%
CCCn1c(=O)c(C(=O)Nc2ccccc2)c(O)c2ccccc21,-4%,-4%,23%,2%,3%,7%,-7%,?
O=C(O)CCCCCn1c(SCC(=O)N2CCCC2)nc2ccsc2c1=O,2%,-8%,2%,0%,-5%,0%,-12%,4%
COc1cc(CNCCc2ccccc2)ccc1OCC(=O)NC(C)(C)C,-2%,3%,-2%,-2%,-1%,-25%,-11%,0%
Cc1ccc(CC(=O)NC2CCSC2=O)cc1 (centres undefined),-3%,10%,-11%,0%,10%,-8%,-1%,-2%
CCOc1ccccc1Nc1ncnc2c1c(-c1ccccc1)cn2-c1ccc(OC)cc1,-11%,/,/,0%,6%,/,-12%,/
COc1ccc(-c2cn3c(C)c(C(=O)Nc4cccc(C)n4)sc3n2)cc1,2%,-2%,8%,-1%,1%,-2%,?,?
COc1ccc(NC(C)=O)c(C)c1,2%,-19%,/,0%,-4%,-10%,-1%,6%
Cc1noc(-c2ccc(-c3noc(-c4ccc(C(F)(F)F)cc4)n3)cc2)n1,1%,/,/,?,-11%,/,-2%,/
CSc1nnnn1-c1ccc(Cl)cc1,6%,i,17%,2%,-7%,17%,0%,0%
Cn1c(=O)c2c(nc(CN3CCN(C(=O)c4ccco4)CC3)n2CCCc2ccccc2)n(C)c1=O,-6%,-5%,/,-2%,-10%,-7%,-16%,11%
CC(C)(C)NC(=O)NC(=O)CSc1ncc(C(F)(F)F)cc1Cl,10%,-6%,/,-1%,-13%,-10%,-7%,-3%
COC(=O)c1ccc(C)c(NS(=O)(=O)c2ccc(OC)cc2)c1,-8%,-1%,/,3%,9%,2%,-10%,1%
CC1(CCc2ccccc2)NC(=O)N(Cc2nnc(-c3ccccc3Br)o2)C1=O (centres undefined),4%,i,2%,-5%,-1%,5%,-9%,3%
CC(=O)Nc1ccc(N/C=C/C(=O)c2ccco2)cc1,4%,5%,28%[11.4 µM],-2%,4%,59%[activator],10µM*,5%
COc1ccc(C2=NOC(C(=O)Nc3c(C)n(C)n(-c4ccccc4)c3=O)C2)cc1OC (centres undefined),-1%,-1%,/,-4%,-6%,-3%,-6%,-3%
NC(=O)CNC(=O)[C@@H]1CC2(CC(c3ccc(Cl)cc3)=NO2)CN1C(=O)c1ccccc1 (some centres undefined),-3%,11%,-17%,1%,-12%,-12%,6%,-7%
